Screening data from PubChem.
inhibitors of VEEV – inhibitors of VEEV TC-83 cytopathic effect, confirmation, Vero cells (AID 588727); 0.13% of 350,000 active; Vero cells, VEEV TC-83 cytopathic effect inhibition; higher % means a stronger effect; inhibition, % at 20 µM; hits with a dose series show IC50 in µM; in the data active = a potency from the dose series; inconclusive = inhibition mostly from about 14% at the one dose, without a potency; inactive = the rest, 99 in 100 with inhibition below about 12%; note: strong numbers were not always called active
Salmonella PhoP GFP – Inhibition of PhoP regulon, Salmonella typhi GFP reporter cells, confirmation, 4 h (AID 1850) | Salmonella Typhi PhoP-promoter GFP reporter, fluorescence, 4 h; higher % means a stronger effect | 0.33% of 310,000 active | inhibition, % at 50 µM; hits with a dose series show IC50 in µM; in the data active = a potency from the dose series; inconclusive = inhibition mostly from about 25% at the one dose, without a potency; inactive = the rest, 99 in 100 with inhibition below about 19%;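 note: 0% = induced wells with vehicle and 100% = uninduced wells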
tuberculosis growth – growth inhibition of non-replicating M. tuberculosis (AID 488890); Mycobacterium tuberculosis non-replicating, growth inhibition; higher % means a stronger effect; one-dose inhibition, % at 25 µM; IC50 in µM for titrated hits; 0.39% of 320,000 active; in the data active = a potency from the dose series; inconclusive = inhibition mostly from about 82% at the one dose, without a potency; inactive = the rest, 99 in 100 with inhibition below about 76%;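 note: plate controls were DMSO cells for no effect and high antibiotic wells for full effect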
H37Rv inhibition – M. tuberculosis growth inhibition, HTS (AID 449762); M. tuberculosis H37Rv growth inhibition, 7H9 media; higher % means a stronger effect; inhibition, % at 25 µM; hits with a dose series show IC50 in µM; 0.59% of 330,000 active; in the data active = a potency from the dose series; inconclusive = inhibition above about 70% without an active follow-up result;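 note: bacterial growth assessed after seven days of incubation; strong numbers were not always called active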
H1N1 NS1A inhibition – NS1A inhibition, H1N1 influenza, cell based functional assay (AID 504329); NS1A functional cell-based assay, percent inhibition; higher % means a stronger effect; one-dose inhibition, % at 12.5 µM; IC50 in µM for titrated hits; 0.3% of 340,000 active; in the data active = a potency from the dose series; inconclusive = inhibition above about 27% without an active follow-up result; note: strong numbers were not always called active
inhibitors of VEEV 10K pilot screen – further read-out of inhibitors of VEEV, marked with its call; inhibition, %; measured here: 10K pilot screen inhibition
The depositor's hits bear a star; i = inactive; u = inconclusive; x = no result given.

SMILES | inhibitors of VEEV | Salmonella PhoP GFP | tuberculosis growth | H37Rv inhibition | H1N1 NS1A inhibition | others
O=C(COc1c(F)c(F)cc(F)c1F)NNC(=O)CC1CCS(=O)(=O)C1 (stereo not given) | 0.5% | x | -5.5% | -7.0% | 2.3%
CON1C(=O)CN(C(C)=O)C1c1ccc(Cl)cc1Cl (stereo not given) | 0.2% | x | x | x | -10.9%
O=C(Nc1ccccc1N1CCCC1)c1ccc(N2CCCC2=O)cc1 | 10.3% | 4.1% | -3.8% | 46.5% | 0.3%
COc1ccc(-n2c(C)nc3c(cnn3-c3ccc(C)c(C)c3)c2=O)cc1 | 1.3% | 12.8% | x | -6.9% | 19.7%
c1ccc2[nH]c(SCCN3CCOCC3)nc2c1 | i | -8.2% | -2.4% | 2.2% | -8.8%
COC(=O)c1sccc1-n1cccc1C(=O)C(=O)N1CCCCC1 | 0.6% | -1.2% | 2.8% | 3.7% | -4.5%
O=c1nc(-c2ccccc2)c2cc(Br)ccc2[nH]1 | i | 5.9% | -5.2% | -2.8% | -14.8%
COc1ccc2cnn(-c3ccc(OC(F)(F)F)cc3)c(=O)c2c1OC | 1.6% | 1.0% | 1.2% | -3.9% | 1.7%
COc1cc(/C=C/C(=O)O)cc(S(=O)(=O)Nc2ccc3[nH]c(=O)[nH]c3c2)c1OC | 0.8% | 8.8% | -8.2% | 0.0% | -7.9%
CCOC(=O)C1CCN(CC(=O)Nc2ccc(S(=O)(=O)N3CCC(C)CC3)cc2)CC1 | 1.5% | -9.2% | -1.0% | -8.2% | 5.3%
Nc1ncnc2[nH]c(=S)[nH]c12 | 1.1% | x | x | x | -23.8%
COc1cc(/C=C2/SC(=O)N(Cc3ccccc3)C2=O)ccc1OCc1ccncc1 | 2.9% | 2.6% | 15.5% | 1.1% | 13.9%
O=C1NC2(CCCCC2)OC12CCCCC2 | 2.8% | x | x | x | -18.3%
O=C(Nn1c(O)c(C=C2N=c3ccccc3=N2)sc1=S)c1ccccc1 | i | 2.9% | -11.2% | -10.5% | >100µM*
Cc1csc(SCC(=O)NC2CCS(=O)(=O)C2)n1 (stereo not given) | 1.7% | x | -4.2% | 2.1% | 4.8%
CC1CCN(c2oc(-c3cccc4ccccc34)nc2C#N)CC1 | 1.1% | -7.2% | -13.4% | -4.0% | 1.1%
CN(C)c1ccc(-c2nnn(Cc3ccccc3Br)n2)cc1 | 0.7% | -3.1% | 29.7% | -0.8% | -1.3%
CC(C)C(=O)Nc1c(-c2ccccc2F)c(=O)c2ccccc2n1C | 2.9% | -19.0% | -16.6% | 0.8% | 19.7%
Cc1ccc(CC2(OCCN(C)C)CCC(C(C)(C)C)CC2)cc1 (stereo not given) | 1.1% | x | x | x | 9.9%
Cc1nc2c([nH]c3ccc(Br)cc32)s1 | i | -4.3% | -9.7% | 4.0% | 0.3% | inhibitors of VEEV 10K pilot screen=3.2
Cc1nn(C)cc1/C=C/C(=O)c1ccccc1 | 2.5% | -4.8% | x | x | 0.2%
CCOC(=O)Nc1nc(-c2ccccc2)c(C(=O)c2ccccc2)s1 | 12.8% | -12.7% | 17.1% | 4.5% | -21.2%
O=C(CSc1nc2ccccc2o1)N1c2ccccc2Sc2ccc(Cl)cc21 | i | -0.8% | 24.5% | 39.2% | 6.8%
C/C(=N\S(=O)(=O)c1ccc(C)cc1)N1CCCCC1 | 0.9% | 1.8% | -3.6% | -6.7% | 0.8%
CC(=O)NC(C)Cc1cn(Cc2ccccc2)c2ccccc12 (stereo not given) | 0.4% | -1.5% | -0.3% | 6.0% | 7.3%
CN(C(=O)N1CCN(S(=O)(=O)c2ccccc2)CC1)c1ccccc1 | 0.9% | -4.7% | 17.0% | 10.6% | 1.4%
O=C(/C=C/c1ccc([N+](=O)[O-])cc1)N1CCN(c2ccccc2F)CC1 | 1.9% | -6.9% | 8.9% | 0.4% | -5.7%
COc1ccc(N(C(=O)c2ccco2)C(C(=O)NC2CCCC2)c2ccncc2)cc1OC (stereo not given) | 0.5% | 9.3% | -13.6% | -10.2% | -6.3%
COc1ccc(N=C2SC(C(=O)N3CCN(c4ccc([N+](=O)[O-])cc4)CC3)CC(=O)N2C)cc1 (stereo not given) | 0.4% | -8.4% | 39.0% | 12.4% | -2.3%
CCOC(=O)[C@@H]1[C@H]2COc3ccc(Br)cc3[C@H]2N2C(=O)N(c3ccc(Cl)cc3)C(=O)[C@@]12C | x | -32.5% | -12.7% | 1.5% | x

Some of these compounds in order of molar mass, ascending:
SMILES | inhibitors of VEEV | Salmonella PhoP GFP | tuberculosis growth | H37Rv inhibition | H1N1 NS1A inhibition | others
Cc1nn(C)cc1/C=C/C(=O)c1ccccc1 | 2.5% | -4.8% | x | x | 0.2%
CN(C(=O)N1CCN(S(=O)(=O)c2ccccc2)CC1)c1ccccc1 | 0.9% | -4.7% | 17.0% | 10.6% | 1.4%
COc1ccc(N=C2SC(C(=O)N3CCN(c4ccc([N+](=O)[O-])cc4)CC3)CC(=O)N2C)cc1 (stereo not given) | 0.4% | -8.4% | 39.0% | 12.4% | -2.3%

(list continues)
SMILES | inhibitors of VEEV | Salmonella PhoP GFP | tuberculosis growth | H37Rv inhibition | H1N1 NS1A inhibition | others
COc1ccc(CN(C(C)=O)c2cccc(C)c2C)cc1 | 4.7% | -4.4% | 9.2% | -0.4% | 10.4%
COC(=O)c1ccccc1NC(=O)C1CC(=O)N(c2ccc(C)cc2)C1 (stereo not given) | i | 7.2% | -2.1% | 5.0% | -12.9%
Cc1nc(C)c(C(=O)NNS(=O)(=O)c2ccc3ccccc3c2)s1 | i | -8.7% | -11.4% | 5.9% | 3.9%
O=C1OC(N2C(=O)CC[C@H]2C(=O)Nc2ccc(Br)cc2F)c2ccccc21 (stereo not given in full) | 1.2% | 10.7% | 28.5% | -6.9% | -0.5%
Nc1nc(-c2ccc(Cl)cc2)c(N=Nc2ccc(S(=O)(=O)N3CCOCC3)cc2)s1 | 5.8% | 12.1% | 11.4% | 11.5% | 15.1%
COc1cc(S(=O)(=O)N2CCN=C2c2ccccc2)ccc1F | i | -7.2% | -13.1% | -4.2% | -6.5%
O=c1[nH]c(C2CCN(S(=O)(=O)Cc3ccccc3)CC2)nc2c1nnn2Cc1ccccc1Cl | 2.2% | 3.5% | 0.4% | 13.2% | -1.3%
CCN(CC(=O)Nc1c(F)cccc1F)C(=O)c1ccc(C)c(S(=O)(=O)N2CCCCC2)c1 | 1.0% | 1.2% | -1.4% | 0.8% | 0.8%
Cc1ccc2cccc(OC(=O)N(C)c3ccccc3)c2n1 | 3.4% | -9.8% | 11.0% | 5.6% | 1.7%
O=C(CS(=O)(=O)c1ccccc1)Nc1ccc(S(=O)(=O)Nc2ncccn2)cc1 | 0.6% | -4.8% | 6.8% | 0.3% | 10.3%
S=C1NCCN1CC1CCN(CCC23CC4CC(CC(C4)C2)C3)CC1 | 1.4% | x | x | x | 0.6%
Cc1ccc(S(=O)(=O)Nc2nc3c(s2)C(=O)CC(C)(C)C3)cc1 | 0.2% | -2.4% | 5.3% | 2.6% | -4.2%
CCOc1ccc(N(CC(=O)Nc2nccs2)S(=O)(=O)c2c(C)[nH]c(=O)[nH]c2=O)cc1 | 2.0% | 1.4% | -2.6% | 1.2% | -2.0%
O=C(COc1ccc(Br)cc1)NC1CC1 | 1.5% | -7.3% | 25.3% | -17.6% | -5.1%
COc1ccc(C2C(=O)c3ccccc3C2=O)c(OC)c1 | 0.7% | -8.5% | 3.5% | -2.0% | 0.9% | inhibitors of VEEV 10K pilot screen=0.8
O=C(CSc1nnc2ccccn12)Nc1nsc(-c2ccccc2)n1 | 1.4% | 2.5% | 7.7% | -1.8% | -3.4%
Cc1cc(=O)oc2cc(OCC(=O)NC3CCN(Cc4ccccc4)CC3)ccc12 | i | 22.1% | 7.7% | -2.6% | 11.2%
CC(C)C(NC(=O)c1cccs1)C(=O)NC1=NCCS1 (stereo not given) | 2.8% | 20.8% | -1.2% | -3.7% | -2.0%
O=C(NCc1ccccn1)c1ccc(N2CCCC2)c([N+](=O)[O-])c1 | 0.6% | -14.8% | -7.0% | -5.8% | 1.5%
Cn1c(/C=C/c2cccc([N+](=O)[O-])c2)c([N+](=O)[O-])c(=O)n(C)c1=O | 58.3% | -9.3% | u | 53.2% | 1.3%
O=S(=O)(Cc1ccccc1)N=Nc1c(O)[nH]c2ccc(Br)cc12 | 0.1% | -7.5% | 7.8% | 3.5% | -9.7%
CC1CCCC(NC(=S)Nc2cccc(S(=O)(=O)N(C)C)c2)C1C (stereo not given) | 0.6% | 9.5% | u | 4.3% | 2.6%
Cn1ccnc1C1CCCCN1Cc1nc(Cc2ccccc2F)no1 (stereo not given) | 0.1% | 5.4% | 12.9% | -7.8% | -4.3%
CC1(C)Cc2cccc(OCC(=O)NC3CC3)c2O1 | 1.2% | 3.9% | -4.9% | -3.4% | -4.0%
NC(N)=NS(=O)(=O)c1ccc(NC(=S)NC(=O)c2sc3ccccc3c2Cl)cc1 | i | -6.5% | 39.5% | 3.6% | -1.4%
Cc1nn(-c2ccccc2)c(Cl)c1/C=C(\CC(=O)O)c1nc2ccccc2s1 | 6.7% | 2.6% | 34.3% | -3.7% | -26.3%
CCCCc1cc(=O)oc2cc(C)cc(OCC(=O)O)c12 | i | -5.3% | 17.1% | 1.8% | 4.2% | inhibitors of VEEV 10K pilot screen=1.0
O=C(OCC1CC(c2ccccc2)=NO1)c1ccco1 (stereo not given) | 2.4% | -0.4% | 60.9% | 1.4% | -1.8%
CN(CCOc1ccc(Cl)cc1)C(=O)C1CCN(C(=O)c2ccc(F)cc2)CC1 | 6.6% | -7.6% | 5.6% | -0.4% | -2.2%
COC(=O)C1=CN(Cc2ccc(OC)c(OC)c2)C=C(C(=O)OC)C1c1cccs1 | 5.1% | x | x | x | -2.3%

In the list so far, these contain an aryl thioether with sulfur outside any ring.
SMILES | inhibitors of VEEV | Salmonella PhoP GFP | tuberculosis growth | H37Rv inhibition | H1N1 NS1A inhibition | others
c1ccc2[nH]c(SCCN3CCOCC3)nc2c1 | i | -8.2% | -2.4% | 2.2% | -8.8%
Cc1csc(SCC(=O)NC2CCS(=O)(=O)C2)n1 (stereo not given) | 1.7% | x | -4.2% | 2.1% | 4.8%
O=C(CSc1nc2ccccc2o1)N1c2ccccc2Sc2ccc(Cl)cc21 | i | -0.8% | 24.5% | 39.2% | 6.8%
O=C(CSc1nnc2ccccn12)Nc1nsc(-c2ccccc2)n1 | 1.4% | 2.5% | 7.7% | -1.8% | -3.4%

Further entries
SMILES | inhibitors of VEEV | Salmonella PhoP GFP | tuberculosis growth | H37Rv inhibition | H1N1 NS1A inhibition | others
CCn1cc(C(=O)N2CCN(c3cccc(C)c3C)CC2)c(=O)c2ccc(C)nc21 | 2.5% | 14.8% | 17.1% | -1.0% | 8.3%
Cc1nc2ccccc2c(=O)n1Cc1ccco1 | 0.7% | 4.4% | -8.1% | -0.4% | x
Cc1ccc(C)c(NS(=O)(=O)c2cc(C(=O)NCc3ccncc3)ccc2C)c1 | 3.1% | -3.5% | 6.6% | -8.8% | -65.4%
COc1ccc(OC)c(/C=C/C(=O)Nc2ccc(OC)nc2)c1 | 1.4% | -2.3% | 10.8% | 1.6% | 5.5%
O=C(NCCc1c[nH]c2ccccc12)C(=O)c1c[nH]c2ccccc12 | 13.0% | 12.8% | 16.3% | 16.9% | 9.3%
C#CCOc1ccccc1/C=C1/C(=O)ON=C1C | 2.2% | 15.3% | -7.1% | 1.0% | -3.2%
COc1ccc(NC(=O)CCCN2C(=O)C(c3ccccc3)Oc3cccnc32)c(OC)c1 (stereo not given) | 2.7% | -7.5% | 27.5% | 5.4% | 6.3%
Nc1nonc1C(=O)N1CCCC1 | 5.7% | -2.8% | -3.2% | 7.9% | 2.8%
COc1ccccc1CCNC(=O)NC1CCCCC1 | i | -4.2% | 1.3% | -1.1% | -7.4% | inhibitors of VEEV 10K pilot screen=0.3
Cc1ccc(OCC(O)CN2CCN(CC(O)COc3ccc(C)cc3Cl)CC2)c(Cl)c1 (stereo not given) | 0.4% | -2.5% | 17.7% | 17.4% | 6.7%
CCOC(=O)Nc1ccc2nc3n(c(=O)c2c1)CCCCC3 | 0.8% | -0.6% | 5.6% | -3.7% | 8.4%
CC(C)(C)N1CCC1C(N)=O (stereo not given) | x | -10.0% | -15.4% | -8.1% | x

Pulled by structure from the list above (2):
SMILES | inhibitors of VEEV | Salmonella PhoP GFP | tuberculosis growth | H37Rv inhibition | H1N1 NS1A inhibition | others
CN(C)c1ccc(-c2nnn(Cc3ccccc3Br)n2)cc1 | 0.7% | -3.1% | 29.7% | -0.8% | -1.3%
COc1ccc(N=C2SC(C(=O)N3CCN(c4ccc([N+](=O)[O-])cc4)CC3)CC(=O)N2C)cc1 (stereo not given) | 0.4% | -8.4% | 39.0% | 12.4% | -2.3%
